OXTR agonist = human OXTR agonists, primary screen, fluorescence, CHO-OTR cells, Fluo-8 calcium | Oxytocin receptor (Homo sapiens), P30559 | Fluo-8 calcium fluorescence; normalized: DMSO 0%, oxytocin 100% | activation, % at 3 µM | 0.32% of 320,000 active | AID 2435, 2010;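 active = activation above the mean of all tested compounds plus 3 SD, cutoff set per screening run, cut at about 20% in these data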;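 also: peak over basal fluorescence ratio from a 100 s FLIPR kinetic read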
Target sequence (P30559 whole entry, looked up): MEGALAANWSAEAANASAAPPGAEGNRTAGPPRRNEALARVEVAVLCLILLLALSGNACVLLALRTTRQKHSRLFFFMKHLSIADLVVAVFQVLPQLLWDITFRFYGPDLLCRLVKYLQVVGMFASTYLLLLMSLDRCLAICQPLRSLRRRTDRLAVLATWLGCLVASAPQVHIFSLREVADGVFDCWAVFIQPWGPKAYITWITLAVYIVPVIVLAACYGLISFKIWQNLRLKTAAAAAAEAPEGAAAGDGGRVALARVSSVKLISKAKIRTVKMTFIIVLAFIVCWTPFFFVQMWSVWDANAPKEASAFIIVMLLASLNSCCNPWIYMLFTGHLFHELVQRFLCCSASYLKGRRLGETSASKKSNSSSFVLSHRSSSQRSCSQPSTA
MEKK2 mut-MEK5 = MEK5 binding signal on mutant MEKK2 PB1, primary screen, biochemical, multiplex bead flow cytometry, Alexa488-MEK5; Alexa488-MEK5 binding to MEKK2 mutant; 0.35% of 290,000 active; percent response, % at 10 µM; in the data active = percent response above about 24%, passing the limit was not always enough; also: inactives centre near 1; some results filed as inactive read as strong as hits
M18AAP inhibitor = PfM18AAP inhibitors, malaria aminopeptidase, primary screen, biochemical, QFRET, recombinant enzyme. M18 aspartyl aminopeptidase (Plasmodium falciparum 3D7). H-Glu-NHMec fluorogenic cleavage. inhibition, % at 7.35 µM. 1.2% of 290,000 active. AID 1822, 2009;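 active = inhibition above the campaign mean inhibition over all tested compounds plus 3 SD, cut at about 28% in these data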;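 also: 0% = plate median of test compound wells and 100% = 2 mM ZnCl2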
GalR3 antagonist = GalR3 antagonists in HEK293 cells, primary screen, cell-based, fluorescence readout | HEK293 GalR3-CNG cAMP membrane potential fluorescence; galR3 body fused to GalR1 C-terminus | 0.44% of 360,000 active | AID 651719, 2012 | Galanin receptor type 3 (Homo sapiens), O60755 | inhibition, % at 3 µM;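 active = inhibition above the screen-wide average plus 3 SD, cut at about 13% in these data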;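 also: forskolin and galanin both at EC90 stimulate the cells; cAMP rise reported by CNG channel membrane potential dye signal; 0% = forskolin plus galanin with DMSO and 100% = forskolin alone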
V1aR counter = agonists of human V1a receptor, primary screen, counter-screen for OXTR agonist project, fluorescence, CHO-V1R cells | 0.25% of 320,000 active | Fluo-8 calcium fluorescence, agonist mode; 0% DMSO, 100% 3 nM vasopressin | Vasopressin V1a receptor (Homo sapiens), P37288 | activation, % at 3 µM;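 active = activation above the mean activation of all tested compounds plus 3 SD, per screening run, cut at about 20% in these data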;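 also: signal is peak over basal fluorescence ratio across a 100 second FLIPR read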
GPR7 antagonist = GPR7 receptor antagonists, primary screen, cell-based, fluorescence, single concentration | GPR7-expressing cells, fluorescence antagonist assay | 1.1% of 290,000 active | Neuropeptides B/W receptor type 1 (Homo sapiens), P48145 | inhibition, % at 4.4 µM | AID 1861, 2009; in the data active = inhibition above about 16%, passing the limit was not always enough;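 also: cells stimulated with the agonist NPW; 0% = agonist with vehicle and 100% = vehicle without agonist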
Target sequence (P48145 whole entry, looked up): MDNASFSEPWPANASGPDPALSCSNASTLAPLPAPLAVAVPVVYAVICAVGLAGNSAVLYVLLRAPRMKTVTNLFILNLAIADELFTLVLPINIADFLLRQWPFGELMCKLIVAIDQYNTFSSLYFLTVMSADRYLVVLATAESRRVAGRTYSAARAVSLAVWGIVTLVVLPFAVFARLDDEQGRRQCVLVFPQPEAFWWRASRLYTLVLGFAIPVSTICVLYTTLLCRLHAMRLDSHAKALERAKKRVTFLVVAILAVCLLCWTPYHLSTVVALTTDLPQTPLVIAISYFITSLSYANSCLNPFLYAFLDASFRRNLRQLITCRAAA
NALP1 yeast inh = NALP1 inflammasome inhibitors in reconstituted yeast, colorimetric, S. cerevisiae, triplicate retest; 0.61% of 280,000 active; AID 2071, 2009; S. cerevisiae NALP1/ASC/caspase-1 growth, X-gal OD620, 72 h; inhibition, % at 10 µM; in the data active = inhibition mostly above about 24%, no sharp cut-off; inactive = mostly below about 32%; also: some compounds called inactive have numbers as strong as hits
OXTR potentiate = human OXTR potentiators, primary screen, fluorescence, CHO-OTR cells, Fluo-8 calcium; Oxytocin receptor (Homo sapiens), P30559; Fluo-8 calcium fluorescence, potentiator mode; 0% = oxytocin EC15, 100% = EC100; activation, % at 3 µM; 0.061% of 320,000 active;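 active = activation above that plate's cutoff, the mean activation of tested compounds plus 3 SD, cut at about 6.6% in these data, passing the limit was not always enough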;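 also: 100% uses oxytocin at 75 nM as the full agonist control; some results filed as inactive read as strong as hits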
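System: human OTR in CHO cells; Also added: sub-maximal oxytocin, roughly EC15; Timing: compound 6 min at room temperature before oxytocin, 100 s read; Technique: Fluo-8 intracellular calcium fluorescence, ex 470-495, em 515-575 nm; Controls: oxytocin EC15 low and EC100 high; Replication: singlicate.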
MEKK2 WT-MEK5 = modulators of MEK5 binding to wildtype MEKK2, primary screen, biochemical, multiplex bead flow cytometry, Alexa488-MEK5. Alexa488-MEK5 binding to MEKK2 WT; actives lie on both sides. binding response (% of control), % at 10 µM. AID 1531, 2009. 1.1% of 290,000 active; in the data active = binding response below about 67% or above about 130%
Numbers without * were called inactive; . = no result given.

| nr | compound | OXTR agonist | MEKK2 mut-MEK5 | M18AAP inhibitor | GalR3 antagonist | V1aR counter | GPR7 antagonist | NALP1 yeast inh | OXTR potentiate | MEKK2 WT-MEK5 |
| --- | --- | --- | --- | --- | --- | --- | --- | --- | --- | --- |
| 1 | CCCCCCn1c(N2CCN(c3ccccc3)CC2)nc2c1c(=O)[nH]c(=O)n2C | -1.9 | -1.0 | -1.1 | -1.1 | -0.5 | -1.7 | 20.7 | -11.0 | 90.0 |
| 2 | O=C(Cn1ncc2c(=O)oc3ccccc3c21)NCCCN1CCCC1=O | 1.0 | 1.0 | -4.4 | 1.4 | 0.2 | -0.9 | 14.9 | 3.8 | 101.0 |
| 3 | N#Cc1c(SCC(=O)Nc2nccs2)sc2c(O)cc(=O)[nH]c12 | 0.0 | 5.0 | 29.3* | -5.5 | 0.1 | -7.5 | 17.1 | -5.0 | 96.0 |
| 4 | O=C(NCCN1CCOCC1)C1CCN(c2nc3ccccc3o2)CC1 | -0.4 | 6.0 | -4.7 | . | 1.5 | -7.5 | 10.9 | -5.6 | 112.0 |
| 5 | CCN(C(=O)COC(=O)c1sccc1C)c1c(N)n(Cc2ccccc2)c(=O)[nH]c1=O | 0.1 | . | . | -1.3 | -0.3 | . | . | -1.1 | . |
| 6 | CNC(=O)c1[nH]cnc1C(=O)N[C@@H](C)C(=O)OCc1ccccc1 | 3.7 | -2.0 | . | -3.9 | 2.0 | . | . | -16.5 | 101.0 |
| 7 | C=CCOc1c(Br)cc(CNn2c(C)n[nH]c2=S)cc1OCC | -0.5 | 6.0 | 2.3 | -11.1 | 1.1 | -12.9 | -12.1 | -3.2 | 110.0 |
| 8 | CCOC(=O)c1[nH]c(C)c(C(=O)NC2CCN(C(=O)OCC)CC2)c1C | 0.0 | -2.0 | -0.9 | -1.3 | 0.0 | -7.2 | 13.6 | -13.6 | 94.0 |
| 9 | Cc1ccc(C2CC(C(F)(F)F)n3nc(C(=O)NCC4CCCO4)cc3N2)cc1 (stereo unspecified) | . | 1.0 | 0.5 | -1.5 | . | -1.7 | -7.5 | . | 93.0 |
| 10 | Cn1c(=O)c2c(nc(CN3CCN(Cc4ccccc4)CC3)n2Cc2ccc(F)cc2)n(C)c1=O | -0.9 | 11.0 | -0.8 | . | -0.7 | 4.1 | . | -4.5 | 115.0 |
| 11 | Cc1ccc(CSc2nnc(CCNC(=O)OC(C)(C)C)o2)cc1 | -2.9 | -5.0 | 1.3 | -3.2 | 0.9 | 0.6 | . | -9.6 | 93.0 |
| 12 | Clc1ccc(SCCOCCN2CCOCC2)cc1 | 1.5 | 10.0 | -2.0 | -9.5 | 0.3 | -14.7 | 2.8 | 1.6 | 107.0 |
| 13 | COc1ccccc1N1C(=O)CC(Nc2ccc(N3CCOCC3)cc2)C1=O (stereo unspecified) | -0.1 | -2.0 | 19.0 | -1.6 | 0.6 | -12.1 | 7.1 | -10.4 | 92.0 |
| 14 | C[N+]1(CC(=O)NNc2c3ccccc3nc3ccccc23)CCOCC1 | 0.7 | -3.0 | 0.6 | 6.4 | -0.3 | -12.0 | 6.3 | -1.9 | 98.0 |
| 15 | COc1ccc(Cc2nnc(NC(=O)Nc3ccc(C)cc3)s2)cc1OC | -1.2 | 6.0 | -2.3 | -3.0 | 0.5 | -1.8 | 11.5 | -7.1 | 107.0 |
| 16 | CCC1(c2ccc(F)cc2)NC(=O)N(CC(=O)N2c3ccccc3NC(=O)CC2C)C1=O (stereo unspecified) | -1.0 | . | . | -3.6 | -0.8 | . | . | -4.7 | . |
| 17 | Cc1ccc(C(=O)N(CN2CCCC2=O)c2ccccc2)cc1 | -0.1 | -4.0 | -11.8 | -3.3 | -0.3 | -5.9 | 6.5 | 5.0 | 90.0 |
| 18 | COc1ccc2nc(-n3c(O)c(C4=c5ccccc5=NC4=O)[nH]c3=S)sc2c1 | -1.6 | 8.0 | 2.2 | 1.9 | -0.3 | 0.7 | 32.6 | -3.5 | 96.0 |
| 19 | CCC(C)c1ccc(NC(=O)CC(C)=O)cc1 (stereo unspecified) | -0.1 | 2.0 | -13.0 | -4.3 | 0.3 | -10.6 | 2.0 | -3.2 | 104.0 |
| 20 | CCCOc1ccc(C(=O)CCNc2ccc(C)c(Cl)c2)cc1 | -1.0 | -4.0 | 0.9 | -4.8 | -0.7 | 5.7 | -6.2 | -4.2 | 95.0 |
| 21 | COc1cc(/C=N/NC(=O)c2nc(-c3ccccc3)n(-c3ccccc3)n2)ccc1O | -1.1 | 2.0 | 2.0 | -2.1 | -0.6 | -1.3 | -4.4 | -6.6 | 101.0 |
| 22 | O=C(Nc1nccs1)c1ccc(Cl)nc1 | 1.9 | 3.0 | -0.2 | -10.0 | 1.3 | -5.6 | -0.4 | -7.9 | 105.0 |
| 23 | CSc1ccccc1C(=O)NC1CC2CCC1C2 (stereo unspecified) | -1.2 | 4.0 | 3.8 | -1.9 | -1.3 | -8.9 | . | -8.0 | 103.0 |
| 24 | COc1cc(/C=N/N2CCN(c3ccccc3)CC2)cc(OC)c1OC(C)=O | -0.5 | -2.0 | 14.7 | -9.7 | 0.7 | -2.8 | -1.9 | -9.9 | 93.0 |
| 25 | O=C(Cc1ccc([N+](=O)[O-])cc1)N1CCN=C1SCc1ccccc1 | 10.7 | 0.0 | -0.2 | -3.5 | 4.4 | -2.1 | 14.5 | -2.3 | 98.0 |
| 26 | COc1ccccc1NC(=O)c1cc2ccccc2o/c1=N\O | -0.7 | -4.0 | . | -4.5 | -0.4 | . | -2.2 | 5.6 | 101.0 |
| 27 | COc1cccc(-c2nc(CS(=O)(=O)c3ccccc3)no2)c1 | 0.1 | 16.0 | -10.2 | 1.2 | 0.2 | -6.6 | 26.9 | -4.4 | 100.0 |
| 28 | COc1cccc(CNC(=O)c2ccc(Cl)c(NC3=NC4CS(=O)(=O)CC4S3)c2)c1 (stereo unspecified) | 1.1 | 1.0 | -3.6 | -0.1 | 0.1 | -14.5 | -10.1 | 3.0 | 106.0 |
| 29 | O=C(CCN1C(=O)C2C3CCC(C3)C2C1=O)Nc1ccc(Cl)cc1Cl (stereo unspecified) | . | 2.0 | -0.8 | -7.4 | . | 4.0 | 8.1 | . | 102.0 |
| 30 | O=C(c1cc2ccccc2c(=O)o1)N1CCCc2ccccc21 | -0.2 | -5.0 | 15.8 | -6.7 | 0.0 | -3.6 | -3.4 | -3.1 | 98.0 |

Compounds 18 through 20, reprinted for reference:
| nr | compound | OXTR agonist | MEKK2 mut-MEK5 | M18AAP inhibitor | GalR3 antagonist | V1aR counter | GPR7 antagonist | NALP1 yeast inh | OXTR potentiate | MEKK2 WT-MEK5 |
| --- | --- | --- | --- | --- | --- | --- | --- | --- | --- | --- |
| 18 | COc1ccc2nc(-n3c(O)c(C4=c5ccccc5=NC4=O)[nH]c3=S)sc2c1 | -1.6 | 8.0 | 2.2 | 1.9 | -0.3 | 0.7 | 32.6 | -3.5 | 96.0 |
| 19 | CCC(C)c1ccc(NC(=O)CC(C)=O)cc1 (stereo unspecified) | -0.1 | 2.0 | -13.0 | -4.3 | 0.3 | -10.6 | 2.0 | -3.2 | 104.0 |
| 20 | CCCOc1ccc(C(=O)CCNc2ccc(C)c(Cl)c2)cc1 | -1.0 | -4.0 | 0.9 | -4.8 | -0.7 | 5.7 | -6.2 | -4.2 | 95.0 |

Next part
| nr | compound | OXTR agonist | MEKK2 mut-MEK5 | M18AAP inhibitor | GalR3 antagonist | V1aR counter | GPR7 antagonist | NALP1 yeast inh | OXTR potentiate | MEKK2 WT-MEK5 |
| --- | --- | --- | --- | --- | --- | --- | --- | --- | --- | --- |
| 31 | CC(=O)n1cc(C2C(=O)CC(C)(C)CC2=O)c2ccccc21 | 0.8 | -12.0 | 2.7 | -5.4 | 0.6 | -3.9 | 0.7 | 1.8 | 83.0 |
| 32 | Cc1ccccc1-c1nc(CS(=O)CC(=O)NCc2ccccc2)c(C)o1 (stereo unspecified) | -1.9 | 1.0 | 6.6 | . | -0.5 | -8.2 | -81.5 | -2.2 | 101.0 |
| 33 | Cc1cc(N)n(-c2ccc(S(N)(=O)=O)cc2[N+](=O)[O-])n1 | 0.1 | 6.0 | 4.4 | -5.4 | 1.0 | -8.3 | -23.7 | 1.4 | 109.0 |
| 34 | O=C(Nc1ccc([N+](=O)[O-])cc1)c1cncc(Br)c1 | 4.1 | 4.0 | -2.3 | -1.2 | 8.2 | -5.3 | 20.0 | -14.9 | 110.0 |
| 35 | COc1ccc(N2CCN(C3CCCN(C(=O)c4cccc(C)n4)C3)CC2)cc1 (stereo unspecified) | -0.4 | 5.0 | 0.2 | -1.6 | -0.3 | -21.4 | 7.5 | -1.8 | 103.0 |
| 36 | Cc1onc(-c2c(F)cccc2Cl)c1C(=O)NCc1ccc(S(N)(=O)=O)cc1 | 0.2 | . | . | -6.3 | 0.1 | . | . | -5.4 | . |

Rewritten with two lines to a compound: part of the list above
Results follow in this order: OXTR agonist	MEKK2 mut-MEK5	M18AAP inhibitor	GalR3 antagonist	V1aR counter	GPR7 antagonist	NALP1 yeast inh	OXTR potentiate	MEKK2 WT-MEK5
[35] COc1ccc(N2CCN(C3CCCN(C(=O)c4cccc(C)n4)C3)CC2)cc1 (stereo unspecified)
  -0.4	5.0	0.2	-1.6	-0.3	-21.4	7.5	-1.8	103.0
[32] Cc1ccccc1-c1nc(CS(=O)CC(=O)NCc2ccccc2)c(C)o1 (stereo unspecified)
  -1.9	1.0	6.6	.	-0.5	-8.2	-81.5	-2.2	101.0
[36] Cc1onc(-c2c(F)cccc2Cl)c1C(=O)NCc1ccc(S(N)(=O)=O)cc1
  0.2	.	.	-6.3	0.1	.	.	-5.4	.

Screens: PubChem BioAssay, several laboratories
